CRFBP-R2 agonist: agonists of human CRF-binding protein/CRF-R2 receptor complex; HEK293 CRF-R2/CRF-BP, calcium dye fluorescence (FLIPR); percent of saturating CRF peptide response; AID 588473; actives 0.46% (n = 350,000); activation, % at 13.2 µM;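 active = activation of at least 50%, plus an integration ratio under a set limit after plate pattern correction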;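 also: plate controls were neutral control wells without compound for no effect and CRF at EC100 for full effect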
CRFBP-R2 block: antagonists of CRF-binding protein/CRF-R2 receptor complex | HEK293 CRF-R2/CRF-BP, CRF-induced calcium fluorescence | inhibition, % at 11.8 µM | actives 0.59% (n = 350,000);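 active = inhibition of the ligand-induced calcium signal above about 50% at the single tested concentration, limit read from the data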
M4 PAM: CHRM4 positive allosteric modulation; P08173; CHO-K1 hM4/Gqi5, Fluo-8 calcium fluorescence, ACh EC20; 0% = ACh EC20, 100% = maximal ACh; activation, % at 3 µM; actives 0.4% (n = 360,000); AID 624126;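 active = activation above its plate's cutoff, the mean activation of sample wells plus 3 SD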; also: some results filed as inactive read as strong as hits
M4 antag: CHRM4 antagonism in calcium assay | P08173 | CHO-hM4 cells, ACh EC80, Fluo-8 calcium fluorescence | inhibition, % at 3 µM | actives 0.73% (n = 360,000) | AID 624125;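 active = inhibition above its plate's cutoff, the mean inhibition of sample wells plus 3 SD, cut at about 27% in these data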;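 also: 0% = acetylcholine EC80 with DMSO and 100% = DMSO without agonist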
CHRM5 PAM: potentiates acetylcholine response at human M5 receptor; P08912; CHO-K1 hM5, Fluo-8 calcium, ACh EC20 PAM; 0% = ACh EC20, 100% = ACh EC100; activation, % at 3 µM; actives 0.3% (n = 360,000); AID 624038;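 active = activation above the run cutoff, the mean activation of all test compounds plus 3 SD, cut at about 18% in these data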
Target sequence (P08912 whole entry, looked up): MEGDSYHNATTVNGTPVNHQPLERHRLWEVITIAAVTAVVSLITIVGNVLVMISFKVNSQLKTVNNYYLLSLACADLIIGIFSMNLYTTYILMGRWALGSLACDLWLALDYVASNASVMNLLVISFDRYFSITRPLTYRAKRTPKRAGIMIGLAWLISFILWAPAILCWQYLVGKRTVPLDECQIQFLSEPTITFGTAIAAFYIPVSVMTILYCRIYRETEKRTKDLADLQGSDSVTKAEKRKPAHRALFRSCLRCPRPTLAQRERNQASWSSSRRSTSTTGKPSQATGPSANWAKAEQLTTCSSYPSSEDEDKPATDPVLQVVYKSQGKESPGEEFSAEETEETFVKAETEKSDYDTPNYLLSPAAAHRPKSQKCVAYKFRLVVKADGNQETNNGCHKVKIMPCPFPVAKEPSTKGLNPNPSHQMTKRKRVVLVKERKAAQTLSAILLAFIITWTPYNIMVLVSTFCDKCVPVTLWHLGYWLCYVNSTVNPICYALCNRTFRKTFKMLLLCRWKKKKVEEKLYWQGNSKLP
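Assay system: CHO-K1 hM5 cells. Also added: acetylcholine at EC20 concentration, added after compound. Dosing: 3 µM, single dose. Times: compound preincubation 140 s before EC20 acetylcholine addition. Signal: Fluo-8 calcium fluorescence. Measure: % activation relative to EC20 and EC100 ACh responses. Repeats: singlicate, one well per test compound.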
M5 antag: antagonists of human muscarinic M5 receptor (CHRM5) | P08912 | CHO-hM5 cells, Fluo-8 calcium fluorescence, ACh EC80 | inhibition, % at 3 µM | actives 0.59% (n = 360,000) | AID 624040;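 active = inhibition above a per-plate cutoff, the mean of that plate's test compounds plus 3 SD, cut at about 27% in these data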;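 also: 0% = acetylcholine EC80 with DMSO and 100% = DMSO without agonist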
M5 ag: agonists of human muscarinic M5 receptor (CHRM5). actives 0.19% (n = 360,000). activation, % at 3 µM. CHO-K1 hM5 cells, Fluo-8 calcium fluorescence; 0% DMSO wells, 100% maximal acetylcholine response. AID 624037;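 active = activation above the run's mean over test compounds plus 3 SD, cut at about 23% in these data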;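 also: signal is peak over basal fluorescence ratio across the kinetic read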
CHRM4 agonist: CHRM4 agonism in calcium assay | CHO-K1 hM4/Gqi5, Fluo-8 calcium fluorescence; vehicle 0%, full acetylcholine response 100% | actives 0.14% (n = 360,000) | activation, % at 3 µM;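 active = activation above the run mean over all test wells plus 3 SD, cut at about 32% in these data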;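 also: peak over basal fluorescence ratio per well then scaled between controls; 0% = DMSO wells and 100% = acetylcholine at EC100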
CHRM1 PAM: potentiates human M1 receptor response to acetylcholine; P11229; CHO-K1 hM1, Fluo-8 calcium fluorescence, ACh EC20; 0% = ACh EC20, 100% = maximal ACh; activation, % at 3 µM; actives 0.088% (n = 360,000); in the data active = activation above about 19%, passing the limit was not always enough
Target sequence (P11229 whole entry, looked up): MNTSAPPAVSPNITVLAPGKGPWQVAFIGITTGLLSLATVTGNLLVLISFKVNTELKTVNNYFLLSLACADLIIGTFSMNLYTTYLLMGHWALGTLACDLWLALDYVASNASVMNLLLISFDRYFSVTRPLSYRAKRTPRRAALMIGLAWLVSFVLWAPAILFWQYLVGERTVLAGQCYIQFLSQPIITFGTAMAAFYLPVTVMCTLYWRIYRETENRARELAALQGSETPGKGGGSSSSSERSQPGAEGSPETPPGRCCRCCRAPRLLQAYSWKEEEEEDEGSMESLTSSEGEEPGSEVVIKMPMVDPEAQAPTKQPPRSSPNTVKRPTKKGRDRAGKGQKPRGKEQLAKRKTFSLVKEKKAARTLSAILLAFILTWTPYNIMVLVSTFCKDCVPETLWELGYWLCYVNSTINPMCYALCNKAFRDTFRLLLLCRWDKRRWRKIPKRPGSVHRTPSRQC
* hit, by the source's call; · = no result given.

SMILES	CRFBP-R2 agonist	CRFBP-R2 block	M4 PAM	M4 antag	CHRM5 PAM	M5 antag	M5 ag	CHRM4 agonist	CHRM1 PAM
CN(C)C(CNC(=O)c1ccc(NS(=O)(=O)c2ccc(F)cc2)cc1)c1ccco1 (stereo unspecified)	-1.0	1	0	4	-6	5	-7	1	-12
Fc1c(F)c(F)c(N=Cc2ccc3ncccc3c2)c(F)c1F	-1.9	-6	1	-5	1	-3	-1	1	10
C/C(=N\NC(=O)CNC(=O)c1ccc2c(c1)OCO2)c1ccco1	1.6	-4	2	-6	-4	5	-5	0	4
Nc1c(C(=O)NCCC2=CCCCC2)sc2ccc(S(=O)(=O)N3CCCCC3)cc12	-0.2	-14	7	-8	5	-6	4	0	10
COc1ccccc1C(=O)Nc1ccc2c(c1)CN(C(=O)CSC)CC2	0.0	14	-5	5	-2	8	0	3	5
COc1ccc(C(=O)c2c(C)oc3cc([N+](=O)[O-])c(O)c([N+](=O)[O-])c23)cc1	-3.0	8	9	4	-1	0	1	-1	-4
Cc1cccc(C(=O)Nc2ncc(CN3CCOCC3)s2)c1	-0.9	5	-3	-4	-1	-7	2	2	-8
COc1ccc(NC(=O)c2ccc3nc(-c4ccccc4)c(-c4ccccc4)nc3c2)c(OC)c1	0.0	9	1	2	0	-12	0	1	6
Cc1noc(C)c1COc1ccc(C(=O)OCC(=O)Nc2ccc3ccccc3c2)cc1	2.2	1	-13	5	-10	7	-1	4	-7
CCCCNC(=O)CCc1nc2cccnc2n1Cc1ccc(OC)cc1	-2.3	69*	5	-4	-3	-1	-1	0	16
O=C(Nc1ccc(OCC(=O)N2CCN(S(=O)(=O)c3ccccc3)CC2)cc1)c1ccco1	-1.1	9	2	5	-28	-3	-14	2	5
C[C@H](CO)N1C[C@H](C)[C@H](CN(C)CC2CCCCC2)Oc2ccc(NS(=O)(=O)c3ccc(F)cc3)cc2CC1=O	-0.5	-16	0	8	-2	7	5	2	-1
C/C(=N/NC(=O)CNC(=O)c1ccccc1F)c1ccc2c(c1)CCCC2	-2.7	-17	-3	8	4	4	1	0	7
C/C(=C\C(=O)C(F)(F)F)Nc1ccc(C)cc1	-0.8	-4	1	2	-3	5	-1	0	8
O=C(Cc1c(F)cccc1Cl)NC1=NCCS1	0.9	-9	9	-8	-1	-5	-2	2	-4
COc1ccc(NC(=O)c2cccc(N3C(=O)C4C5C=CC(C6CC56)C4C3=O)c2)c(OC)c1 (stereo unspecified)	-2.0	5	-10	-1	-6	11	5	25	-4
C/C=C(/C)C(=O)O[C@@H]1c2c(ccc3ccc(=O)oc23)O[C@@H]1C(C)(C)OC(C)=O	-1.4	13	3	-1	4	8	-4	0	-2
COc1cccc(NC(=O)Cc2nnc(SCC(=O)NC(C)c3ccccc3)n2C)c1 (stereo unspecified)	0.2	-1	1	3	-2	2	-2	0	11
COc1ccc(S(=O)(=O)NCC(c2cccs2)N2CCc3ccccc3C2)cc1 (stereo unspecified)	0.6	16	-2	7	-9	5	-3	1	0
CC(=O)Oc1ccc(Nc2ccccc2)cc1	-0.3	3	-2	3	2	-4	1	0	6
Cc1ccc(C)c(S(=O)(=O)Nc2ccccc2C(=O)Nc2ccccc2N2CCOCC2)c1	1.4	0	-9	2	-7	6	-2	1	-2
CCCc1cc(=O)[nH]c(SCC(=O)N2CCN(S(=O)(=O)c3ccc(C)cc3)C2)n1	-0.4	-8	-3	4	-2	-2	-2	0	16
O=C(Nc1ccccc1C(=O)NCc1ccco1)c1ccco1	-2.0	-8	3	10	1	5	0	1	2
O=C(CCl)N1CCN(S(=O)(=O)Cc2ccccc2)CC1	1.3	-4	10	-16	1	8	-3	1	10
O=C(CSc1nnc(-c2ccccc2)o1)NC1CCCC1	1.3	4	2	-3	3	2	2	1	8
O=Cc1ccccc1OCCOc1ccc([N+](=O)[O-])cc1	0.9	23	-2	6	0	-3	-2	1	5
CCOC(=O)C1=C(O)C(=O)C(C(=O)OCC)C1 (stereo unspecified)	0.2	-5	7	-2	3	10	1	0	5
Cc1ccc(Nc2nnc(SC/C(O)=C(\C#N)c3nc4ccccc4[nH]3)s2)c(C)c1	4.4	-30	-8	-5	-6	4	-1	4	-3
COc1c(Cl)cc(Cl)cc1CNCc1ccccc1	0.4	-34	7	-4	5	-6	-1	0	1
CNc1cncc(-c2ccc(O)cc2C)n1	·	·	4	-13	-2	-8	1	1	1
CC(C)=CC(=O)OCC(=O)Nc1ccc(Cl)cc1	2.6	-7	8	-9	4	7	0	2	4
COCCn1c(C)cc(C(=O)CN2CCCCC2)c1C	-0.1	6	7	1	11	4	-1	1	7
CSc1ccc(CNC(=O)C2(C)CCN2C(C)C)cc1 (stereo unspecified)	·	·	1	-7	-1	8	-2	1	4
CCOc1ccc(-c2cccc(NC(=O)c3ccc(Br)o3)c2)nn1	-0.9	19	-4	-3	-7	3	-1	8	-10
COc1ccc(NC(=O)CN(C)C(=O)CSCC(=O)Nc2ccc(C)cc2)cc1	-5.8	-8	2	6	10	3	1	1	-1
O=C(COc1ccc(/C=N/NC(=O)c2ccccc2)cc1)Nc1ccc([N+](=O)[O-])cc1	0.0	-6	-3	2	-4	5	-4	4	5
Cc1ccc(S(=O)(=O)N(C)Cc2ccc(C(=O)N/N=C3\CC(=O)CC(C)(C)C3)cc2)cc1	-0.3	-35	4	4	2	3	-2	1	7
CCOc1cccc(Oc2ncccc2C(=O)/C(C#N)=C/N(C)C)c1	-1.8	15	10	11	-2	-4	1	1	-1
O=Cc1cc([N+](=O)[O-])ccc1N1CCOCC1	-2.7	27	0	3	-2	0	-3	1	11
CCOc1ccc(NC(=O)CN(C)C(=O)c2ccc(C3SCCS3)cc2)cc1OCC	-4.7	6	-1	-5	-1	8	-2	1	6
COc1cccc(/C=C2\Oc3cc(OC(=O)N4CCOCC4)ccc3C2=O)c1	-2.2	48	-1	-1	3	0	-1	0	11
C[C@H](NC(=O)Cn1cncn1)c1ccccc1	1.0	5	-7	9	-2	-3	1	1	8
CCCCCCc1cc2cc(-c3nnc(-c4ccccc4)o3)c(=O)oc2cc1O	269*	-258	-4	4	4	14	-6	0	8
CCN(c1cccc(C)c1)S(=O)(=O)c1c(C)[nH]c(=O)[nH]c1=O	-1.9	20	1	6	-3	2	2	1	4
Cc1c(C)n2c(SCC(=O)N3CCCCCC3)nnc2[nH]c1=O	0.3	6	7	-4	-1	8	-1	1	6
O=C(/C=C\Nc1ccc2c(c1)OCO2)c1cccs1	2.4	-9	1	-2	10	-16	1	3	1
COc1ccc2c(c1)OC[C@H]1[C@H]2N2C(=O)c3ccc(F)cc3NC(=O)[C@@]2(C)[C@H]1c1ccccc1	5.4	-3	-10	24	-9	6	4	4	-14
CCc1[nH]c(=O)c(C#N)c2c1COC(C)(C)C2	6.9	18	12	2	0	-10	-2	0	-5
COc1ccc(NC(=O)COC(=O)C2CCCCC2)c([N+](=O)[O-])c1	2.1	8	6	8	-3	4	-1	1	-5
COCc1nc(-c2ccc(-c3ccccc3)nc2OC)no1	-0.6	2	-2	1	-3	-1	-4	0	8
Cc1ccc(CNC(=O)/C=C/c2ccc(S(=O)(=O)N3CCOCC3)cc2)cc1	1.1	-5	0	8	-1	-4	2	0	6
CN(C1CCCCC1)S(=O)(=O)c1cc2c(cc1Cl)NC(=O)CO2	0.8	-19	-3	4	-8	12	-6	3	-6
COc1cccc(/C=C/C(=O)OCC(=O)Nc2cccc(S(=O)(=O)NC3=NCCCCC3)c2)c1	2.2	13	-7	7	-21	4	4	12	-14
CCCCCC1CC(COc2ccccc2)OC1=O (stereo unspecified)	0.8	-4	-8	13	-6	19	-3	-1	-5
CC(C)(C)NC(=O)COC(=O)c1ccc2c(c1)C(=O)N(Cc1ccco1)C2=O	-2.5	19	-1	-5	0	6	0	2	4
COc1cc(C)nc(N2CCC(C(N)=O)CC2)n1	-3.9	16	-7	7	-5	3	-2	2	-10
COc1ccc(CNC(=O)Cn2nc(C(F)(F)F)c(Br)c2C)cc1	1.1	-12	-3	-1	-3	-1	1	0	2
COc1ccc(CN2CCNC(=O)C2CC(=O)N(C)Cc2ccccn2)cc1OC (stereo unspecified)	-2.8	16	0	2	-2	1	-1	0	4
COc1ccc(/C=C/CN2CCC(Oc3ccc(C(=O)N4CCCCC4)cc3)CC2)cc1	1.1	-11	-15	31*	-15	35*	-8	4	-20
CCOC(=O)C1(CCOc2ccccc2)CCN(Cc2cccc(OC)c2O)CC1	-0.2	9	-5	-12	-23	5	-18	13	7

Next section
SMILES	CRFBP-R2 agonist	CRFBP-R2 block	M4 PAM	M4 antag	CHRM5 PAM	M5 antag	M5 ag	CHRM4 agonist	CHRM1 PAM
CCCOc1ccc2c(C)c(CC(=O)OC)c(=O)oc2c1	-0.2	0	6	-14	-3	-2	-4	0	6
CCOc1ccc(NC(=O)CN(C)C(=O)CSc2ccccc2)cc1OCC	0.8	12	7	-21	7	-12	-2	6	5
c1ccc(-c2[nH]ncc2-c2nc3ccccc3[nH]2)cc1	-0.4	2	5	0	-4	0	5	7	4
COCCCNC(=O)Cn1cc(C(=O)C2CC2)c2ccccc21	-1.4	-5	1	8	2	1	0	0	2
CC(=O)C1CCC2C3CCC4CC(=O)CCC4(C)C3C(C)(O)CC12C (stereo unspecified)	-2.8	6	-1	-8	-2	8	-1	1	4
COc1ccc(N(C(=O)c2ccc(Cl)cc2)C2=CC3CCC(C2)N3C)cc1 (stereo unspecified)	0.6	6	11	-5	-1	2	-2	3	4
O=C(Nc1cccnc1)Nc1ccccc1Cl	-0.5	-8	9	-5	-3	0	1	0	9
COc1cc(OC)cc(C(=O)Nc2ccc(Nc3ccccc3)cc2)c1	-2.4	18	0	2	-2	4	-12	4	6
COCCn1c(-c2ccccc2F)n[nH]c1=S	1.9	-5	2	12	4	-7	4	1	11
COc1ccc(-[n+]2c(C)cc(/C=C3\Sc4ccccc4N3C)cc2C)cc1	·	·	-23	50*	-23	48*	6	10	-26
C/C(=N\Nc1nc(C)cc(-c2ccccc2)n1)c1ccc(C)o1	2.2	-12	-7	0	-24	5	-7	2	-1
CN(C)S(=O)(=O)c1ccc(N2CCCC2)c(C(=O)Nc2ccc(N3CCOCC3)cc2)c1	-2.3	10	7	4	5	1	-4	1	11
COc1ccccc1-n1cc(CN2CCN(C3CCCCC3)C(CCO)C2)cn1 (stereo unspecified)	2.3	8	-9	15	-2	6	-10	0	-8
O=C(Cc1ccccc1[N+](=O)[O-])NCC(O)c1ccc2c(c1)OCO2 (stereo unspecified)	-2.9	16	-4	7	-13	15	-1	0	-1

Fetched one by one from above:
SMILES	CRFBP-R2 agonist	CRFBP-R2 block	M4 PAM	M4 antag	CHRM5 PAM	M5 antag	M5 ag	CHRM4 agonist	CHRM1 PAM
COc1cccc(/C=C2\Oc3cc(OC(=O)N4CCOCC4)ccc3C2=O)c1	-2.2	48	-1	-1	3	0	-1	0	11
C[C@H](NC(=O)Cn1cncn1)c1ccccc1	1.0	5	-7	9	-2	-3	1	1	8
COc1ccc(CN2CCNC(=O)C2CC(=O)N(C)Cc2ccccn2)cc1OC (stereo unspecified)	-2.8	16	0	2	-2	1	-1	0	4

Another view of some results above:
| Compound | CRFBP-R2 agonist | CRFBP-R2 block | M4 PAM | M4 antag | CHRM5 PAM | M5 antag | M5 ag | CHRM4 agonist | CHRM1 PAM |
| --- | --- | --- | --- | --- | --- | --- | --- | --- | --- |
| COCCCNC(=O)Cn1cc(C(=O)C2CC2)c2ccccc21 | -1.4 | -5 | 1 | 8 | 2 | 1 | 0 | 0 | 2 |
| CC(=O)C1CCC2C3CCC4CC(=O)CCC4(C)C3C(C)(O)CC12C (stereo unspecified) | -2.8 | 6 | -1 | -8 | -2 | 8 | -1 | 1 | 4 |
